Source: PubChem BioAssay (Broad Institute)
TcdB GH inh: inhibitors of Clostridioides difficile toxin B glycohydrolase; 0.24% of 350,000 active; TcdB glycohydrolase enzymatic assay, plate reader; inhibition, % at 9.99 µM; P18177; in the data active = inhibition above about 10%
An asterisk follows results filed as active. An excerpt; rates above refer to the full screens.

SMILES	TcdB GH inh
CCCN1C[C@H](C)[C@@H](OC)CN(C)C(=O)c2cc(NC(=O)c3cccc(F)c3)ccc2OC[C@@H]1C	-3.9
Cc1noc(C)c1NC(=O)Nc1ccc2c(c1)CC(=O)N([C@@H](C)CO)C[C@H](C)[C@H](CN(C)C(=O)Nc1c(C)noc1C)O2	-5.6
CO[C@H]1CN(C)C(=O)c2ccc(NC(=O)NC(C)C)cc2OC[C@@H](C)N(Cc2ccccc2)C[C@@H]1C	-9.1
O=C(Nc1ccc(Cl)cc1)N1C[C@H]2[C@@H](c3ccccc31)[C@H](CO)N2C(=O)c1cccnc1	1.8
Cc1ccc(-c2ccc3c(c2)O[C@H](CN(C)S(C)(=O)=O)[C@H](C)CN([C@@H](C)CO)S3(=O)=O)cc1	-2.1
COc1ccc2c3c(n(C)c2c1)[C@H](CO)NCC31CCN(CC2CCCC2)CC1	0.7
C[C@@H](O)C#Cc1cnc2c(c1)C(=O)N([C@@H](C)CO)C[C@H](C)[C@H](CN(C)C(=O)Nc1ccc(F)cc1)O2	0.3
CC(C)NC(=O)N1C[C@H]2[C@@H](c3ccccc31)[C@H](CO)N2C(=O)c1ccncc1	-0.3
C[C@H](CO)N1C[C@H](C)[C@H](CN(C)CC2CC2)Oc2cc(-c3cccnc3)ccc2S1(=O)=O	1.0
C[C@@H]1CCCCO[C@H](CN(C)C(=O)Nc2cccc3ccccc23)[C@@H](C)CN([C@H](C)CO)C(=O)c2cc(NS(C)(=O)=O)ccc2O1	0.6
CCCC(=O)Nc1ccc2c(c1)C(=O)N(C)C[C@H](OC)[C@H](C)CN(C(C)=O)[C@H](C)CO2	1.0
CO[C@H]1CN(C)C(=O)c2cc(NC(=O)C3CC3)ccc2OC[C@@H](C)N(C)C[C@H]1C	-0.1
C[C@H]1CN([C@@H](C)CO)C(=O)c2cccc(NC(=O)C3CCCCC3)c2O[C@@H]1CN(C)Cc1ccc(C(=O)O)cc1	-1.6
CC(C)NC(=O)N(C)C[C@@H]1Oc2ccc(NC(=O)C3CC3)cc2CC(=O)N([C@@H](C)CO)C[C@@H]1C	0.4
O=C(C[C@H]1C=C[C@H](NC(=O)Cc2ccccn2)[C@@H](CO)O1)NCCCN1CCOCC1	-1.0
CC(=O)N(C)C[C@@H]1Oc2cc(C#CC3CCCCC3)ccc2S(=O)(=O)N([C@@H](C)CO)C[C@H]1C	-0.8
C[C@H]1CN([C@@H](C)CO)C(=O)Cc2cc(NC(=O)C3CCCCC3)ccc2O[C@H]1CN(C)Cc1ccc(Oc2ccccc2)cc1	0.4
C/C=C/c1cnc2c(c1)C(=O)N([C@H](C)CO)C[C@@H](C)[C@@H](CN(C)C(=O)Nc1ccc(C(F)(F)F)cc1)O2	5.7
C[C@H](CO)N1C[C@H](C)[C@H](CN(C)CC2CCCCC2)Oc2ccc(NS(=O)(=O)c3cccs3)cc2C1=O	-0.7
C[C@H]1CN([C@@H](C)CO)C(=O)Cc2cc(NC(=O)Cn3cnnn3)ccc2O[C@H]1CN(C)Cc1ccc(C(F)(F)F)cc1	0.5
CCCC#Cc1ccc([C@H]2[C@@H](CO)N(C(=O)C3CCCCC3)[C@H]2C#N)cc1	0.0
O=C(C[C@@H]1CC[C@@H]2[C@H](COC[C@@H](O)CN2C(=O)c2ccccc2F)O1)N1CCOCC1	0.1
C[C@@H]1CN([C@@H](C)CO)C(=O)c2cc(NC(=O)Nc3ccc(F)cc3)ccc2O[C@@H](C)CCCCO[C@H]1CN(C)C(=O)Cc1ccccc1	-0.1
C[C@H](CO)N1C[C@H](C)[C@@H](CN(C)Cc2ccc(C(=O)O)cc2)Oc2ccc(NC(=O)Nc3cccc4ccccc34)cc2C1=O	-0.6

The last 2 entries of the section above open the next one:
SMILES	TcdB GH inh
C[C@@H]1CN([C@@H](C)CO)C(=O)c2cc(NC(=O)Nc3ccc(F)cc3)ccc2O[C@@H](C)CCCCO[C@H]1CN(C)C(=O)Cc1ccccc1	-0.1
C[C@H](CO)N1C[C@H](C)[C@@H](CN(C)Cc2ccc(C(=O)O)cc2)Oc2ccc(NC(=O)Nc3cccc4ccccc34)cc2C1=O	-0.6
CN(C)C(=O)C[C@H]1CC[C@H]2[C@@H](COC[C@@H](O)CN2S(=O)(=O)c2ccccc2Cl)O1	0.2
COc1ccc(CN(C)C[C@H]2Oc3c(NS(=O)(=O)c4ccc(OC)cc4)cccc3C(=O)N([C@@H](C)CO)C[C@H]2C)cc1	1.7
COCC(=O)Nc1ccc2c(c1)[C@H]1C[C@@H](CC(=O)NCc3ccc(OC)cc3)O[C@@H](CO)[C@H]1O2	0.3
C/C=C/c1ccc([C@H]2[C@@H](CO)N(C(=O)CN(C)C)C23CN(C(=O)C2CC2)C3)cc1	0.6
CN(C)CC(=O)Nc1ccc2c(c1)[C@H]1C[C@H](CC(=O)NCc3ccc(-c4ccccc4)cc3)O[C@@H](CO)[C@H]1O2	-0.3
O=C(C[C@@H]1C=C[C@H](NC(=O)c2cccc(F)c2)[C@H](CO)O1)NCc1ccc(Oc2ccccc2)cc1	-6.2
Cc1ccc(S(=O)(=O)N(C)C[C@@H]2Oc3ccc(NC(=O)CCCN(C)C)cc3CC(=O)N([C@H](C)CO)C[C@H]2C)cc1	-0.9
C[C@@H]1CN([C@@H](C)CO)C(=O)Cc2cc(NC(=O)NC3CCCCC3)ccc2O[C@@H]1CN(C)C	0.3
C[C@@H]1CN([C@H](C)CO)C(=O)c2cc(NS(=O)(=O)c3ccc(Cl)cc3)ccc2O[C@@H]1CN(C)C	-5.1
C[C@H](CO)N1C[C@H](C)[C@@H](CN(C)Cc2ccc(C(=O)O)cc2)OCCCC[C@H](C)Oc2ccc(NS(=O)(=O)c3ccc(F)cc3)cc2C1=O	0.3
CC(C)C#Cc1ccc([C@H]2[C@H]3CN(C(=O)c4ccccn4)CC(=O)N3[C@H]2CO)cc1	1.6
Cc1noc(C)c1S(=O)(=O)N(C)C[C@@H]1Oc2ccc(NC(=O)CCCN(C)C)cc2C(=O)N([C@H](C)CO)C[C@@H]1C	0.5
C[C@@H]1CN([C@@H](C)CO)C(=O)Cc2cc(NC(=O)Nc3cccc4ccccc34)ccc2O[C@H]1CN(C)C	-4.9
CO[C@H]1CN(C)C(=O)c2ccc(NS(=O)(=O)c3ccccc3)cc2OC[C@H](C)N(Cc2cccnc2)C[C@@H]1C	-5.7
Cc1ccc(S(=O)(=O)Nc2ccc3c(c2)C(=O)N([C@H](C)CO)C[C@H](C)[C@H](CN(C)C(=O)Nc2ccccc2)OCCCC[C@H](C)O3)cc1	-1.4
Cc1nn(C)cc1NC(=O)C[C@@H]1CC[C@H]2[C@@H](COc3ccc(NC(=O)c4cccc(F)c4)cc3C(=O)N2C)O1	-0.6
CCC(=O)N1CCC2(CC1)CN(C(=O)CN1CCOCC1)[C@@H](CO)c1[nH]c3cc(OC)ccc3c12	-4.1
CO[C@H]1CC[C@H]2CCN(C)C(=O)[C@H](C)[C@H](OC)CN(C)C(=O)c3cc(C#N)ccc3OC[C@H]1O2	-0.6
O=C(C[C@@H]1CC[C@@H](NC(=O)c2ccccn2)[C@H](CO)O1)NCc1cc(F)cc(F)c1	0.3
Cc1noc(C)c1NC(=O)Nc1ccc2c(c1)C(=O)N([C@@H](C)CO)C[C@@H](C)[C@@H](CN(C)Cc1ccc(C(F)(F)F)cc1)O2	0.1
O=C(Nc1cccc(Cl)c1)N[C@@H]1CC[C@@H](CCn2cc(Cc3ccccc3)nn2)O[C@H]1CO	-3.0
CCC(=O)N1[C@H](CN(CC)C(=O)c2ccc(F)cc2)[C@@H](c2ccccc2)[C@@H]1CO	0.9
C[C@@H]1CN([C@H](C)CO)C(=O)c2cc(NC(=O)Nc3ccc(C(F)(F)F)cc3)ccc2O[C@@H](C)CCCCO[C@@H]1CN(C)S(=O)(=O)c1ccc(F)cc1	0.8
COc1ccc(CN(C)C[C@@H]2Oc3ccc(NC(=O)CCCCCC(=O)Nc4ccccc4N)cc3CC(=O)N([C@H](C)CO)C[C@@H]2C)cc1	-1.0
C[C@H]1CN([C@@H](C)CO)C(=O)c2cccc(NC(=O)Nc3ccccc3)c2O[C@@H]1CN(C)S(C)(=O)=O	1.1
COCC#Cc1ccc([C@H]2[C@H]3CN(C(=O)C4CCCCC4)CC(=O)N3[C@H]2CO)cc1	0.2
CNC[C@@H]1OCCCC[C@@H](C)Oc2ccc(NC(=O)c3ccccc3)cc2C(=O)N([C@H](C)CO)C[C@@H]1C	0.8
CN(C)C(=O)C[C@@H]1CC[C@@H]2[C@@H](COc3ccc(NC(=O)C4CCCCC4)cc3C(=O)N2C)O1	-0.3
O=C(C[C@H]1CC[C@@H](NC(=O)C2CC2)[C@@H](CO)O1)NCc1ccncc1	-0.4
COc1cccc(S(=O)(=O)N2CC[C@@H]3[C@@H](CO)Nc4ccc(-c5ccccc5OC)cc4[C@@H]32)c1	-0.2
CCS(=O)(=O)N(C)C[C@@H]1OCc2ccccc2-c2c(n(C)c3ccccc23)C(=O)N([C@@H](C)CO)C[C@@H]1C	0.9
COc1cccc(C#Cc2ccc([C@@H]3[C@@H](C#N)N(C(=O)C4CCOCC4)[C@H]3CO)cc2)c1	-0.7
CCCC(=O)Nc1ccc2c(c1)C(=O)N(C)C[C@@H](OC)[C@H](C)CN(CCc1ccccc1)[C@@H](C)CO2	0.7
CCC(=O)N[C@H]1CC[C@@H](CC(=O)NCc2ccc(OC)cc2)O[C@@H]1CO	-1.8
CO[C@H]1CN(C)C(=O)c2ccc(NC(=O)C3CC3)cc2OC[C@H](C)N(Cc2cccc(F)c2)C[C@@H]1C	-1.0
O=C(C[C@@H]1C[C@H]2c3cc(NS(=O)(=O)c4ccc(F)cc4)ccc3O[C@H]2[C@@H](CO)O1)NC1CCCCC1	0.6

A few values from the list.
Entry of `CCCC(=O)Nc1ccc2c(c1)C(=O)N(C)C[C@@H](OC)[C@H](C)CN(CCc1ccccc1)[C@@H](C)CO2` in TcdB GH inh: 0.7
Entry of `COCC#Cc1ccc([C@H]2[C@H]3CN(C(=O)C4CCCCC4)CC(=O)N3[C@H]2CO)cc1` in TcdB GH inh: 0.2
Entry of `CCS(=O)(=O)N(C)C[C@@H]1OCc2ccccc2-c2c(n(C)c3ccccc23)C(=O)N([C@@H](C)CO)C[C@@H]1C` in TcdB GH inh: 0.9
Entry of `CCC(=O)N[C@H]1CC[C@@H](CC(=O)NCc2ccc(OC)cc2)O[C@@H]1CO` in TcdB GH inh: -1.8
Entry of `O=C(C[C@H]1CC[C@@H](NC(=O)C2CC2)[C@@H](CO)O1)NCc1ccncc1` in TcdB GH inh: -0.4

(more compounds)
SMILES	TcdB GH inh
C[C@@H]1CN([C@H](C)CO)C(=O)c2cccc(NC(=O)Nc3ccccc3)c2O[C@@H]1CN(C)Cc1ccc(C(=O)Nc2ccccc2N)cc1	-1.4
CCCNC(=O)C[C@@H]1C[C@H]2c3cc(NS(=O)(=O)c4cccc(OC)c4)ccc3O[C@H]2[C@H](CO)O1	0.9
COc1ccc(S(=O)(=O)Nc2ccc3c(c2)C(=O)N([C@@H](C)CO)C[C@@H](C)[C@@H](CN(C)C(=O)Nc2ccc(F)cc2)OCCCC[C@H](C)O3)cc1	1.2
C[C@@H]1CN([C@@H](C)CO)C(=O)c2cc(-c3cccnc3)cnc2O[C@H]1CN(C)Cc1ccc(-c2ccccc2)cc1	-0.6
C[C@@H]1CN([C@@H](C)CO)C(=O)c2cc(NC(=O)Nc3cccc4ccccc34)ccc2O[C@H]1CN(C)S(=O)(=O)c1cccs1	-0.3
NC(=O)NCC#Cc1ccc2c(c1)[C@]1(C(=O)N2)[C@H](C(N)=O)[C@H]2C(=O)O[C@H](c3ccccc3)[C@H](c3ccccc3)N2[C@@H]1c1ccccc1OCCO	-4.8
COCC#Cc1cnc2c(c1)C(=O)N([C@@H](C)CO)C[C@H](C)[C@@H](CN(C)C(=O)Nc1cc(F)ccc1F)O2	0.1
Cc1cc(C(=O)Nc2cccc3c2O[C@H](CN(C)Cc2ccc(-c4ccccc4)cc2)[C@H](C)CN([C@@H](C)CO)C3=O)n(C)n1	0.1
COc1ccccc1CNC(=O)C[C@@H]1C[C@@H]2c3cc(NC(=O)NC4CCCC4)ccc3O[C@@H]2[C@H](CO)O1	0.6
C[C@@H]1CN([C@H](C)CO)S(=O)(=O)c2ccc(-c3ccccc3F)cc2O[C@H]1CN(C)Cc1cncnc1	1.0
COc1ccc(C(=O)N2C[C@@H]3[C@H](c4ccccc42)[C@H](CO)N3C(=O)Cc2ccccn2)cc1	-0.6
C[C@@H]1CCCCO[C@@H](CN(C)C(=O)C2CCCCC2)[C@H](C)CN([C@H](C)CO)C(=O)c2cc(NS(=O)(=O)c3cn(C)cn3)ccc2O1	0.1

Quoted at random: 4 compounds from above
SMILES	TcdB GH inh
C[C@@H]1CN([C@H](C)CO)S(=O)(=O)c2ccc(-c3ccccc3F)cc2O[C@H]1CN(C)Cc1cncnc1	1.0
C[C@@H]1CCCCO[C@@H](CN(C)C(=O)C2CCCCC2)[C@H](C)CN([C@H](C)CO)C(=O)c2cc(NS(=O)(=O)c3cn(C)cn3)ccc2O1	0.1
C[C@@H]1CN([C@@H](C)CO)C(=O)c2cc(NC(=O)Nc3cccc4ccccc34)ccc2O[C@H]1CN(C)S(=O)(=O)c1cccs1	-0.3
C[C@@H]1CN([C@H](C)CO)C(=O)c2cccc(NC(=O)Nc3ccccc3)c2O[C@@H]1CN(C)Cc1ccc(C(=O)Nc2ccccc2N)cc1	-1.4

(more compounds)
SMILES	TcdB GH inh
C[C@H](CO)N1C[C@H](C)[C@H](CN(C)C(=O)C2CCCCC2)OCCCC[C@H](C)Oc2ccc(NC(=O)Nc3ccccc3)cc2C1=O	-0.4
COC(=O)C[C@H]1C=C[C@@H](NC(=O)Nc2ccc(C(F)(F)F)cc2)[C@H](CO)O1	0.0
COc1ccc(NC(=O)N(C)C[C@H]2Oc3cc(-c4ccc(C)cc4)ccc3S(=O)(=O)N([C@@H](C)CO)C[C@H]2C)cc1	0.7
COc1ccc(CNC(=O)N(C)C[C@H]2OCc3ccccc3-c3ccccc3C(=O)N([C@@H](C)CO)C[C@H]2C)cc1	2.6
CCC(=O)Nc1ccc2c(c1)C(=O)N(C)C[C@H](OC)[C@H](C)CN(CC1CCCCC1)[C@H](C)CO2	0.4
C[C@@H]1CN([C@H](C)CO)C(=O)c2cc(NS(C)(=O)=O)ccc2O[C@H]1CN(C)Cc1ccc(C(F)(F)F)cc1	-0.5
CC(C)CC#Cc1cnc2c(c1)C(=O)N([C@@H](C)CO)C[C@H](C)[C@@H](CN(C)S(C)(=O)=O)O2	-4.5
C[C@H](CO)N1C[C@H](C)[C@@H](CN(C)S(=O)(=O)c2ccsc2)OCc2ccccc2-c2c(n(C)c3ccccc23)C1=O	-5.5
